Bioassay records from PubChem.
PGC1a acetyl inh – inhibitors of PGC1a acetylation signal, primary screen, cell-based, U2OS, AlphaScreen, inhibitor mode; AID 651687, 2012; AlphaScreen anti-acetyl-lysine; with virally co-expressed GCN5 acetyltransferase; inhibition, % at 15.6 µM; hit rate 0.17% among 350,000;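 active = every replicate shows inhibition of at least 40%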;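 also: 0% = neutral control wells and 100% = positive control wells; some results beyond the cut were filed as inactive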
PAX8 inh HTS – inhibitors of PAX8-driven TPO luciferase reporter, primary screen, RMG-I cells, single concentration; SteadyGlo, 24 h; AID 652154, 2013; hit rate 1.2% among 360,000; inhibition, % at 12.6 µM;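 active = mean replicate inhibition at least 60% with every replicate also reaching 60%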;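 also: luciferase light reporting Pax8 driven TPO promoter activity; plate controls were median of neutral control wells for no effect and mitoxantrone controls for full effect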
S100A4 MyoIIA – inhibitors of S100A4-myosin IIA peptide binding, primary screen, biochemical, fluorescence polarization, TAMRA-MyoIIA peptide; hit rate 0.14% among 360,000; inhibition, % at 10.7 µM; AID 652163, 2013; Protein S100-A4 (Homo sapiens), P26447;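 active = mean inhibition of at least 70% across replicates, with every replicate also reaching that level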
Target sequence (P26447 whole entry, looked up): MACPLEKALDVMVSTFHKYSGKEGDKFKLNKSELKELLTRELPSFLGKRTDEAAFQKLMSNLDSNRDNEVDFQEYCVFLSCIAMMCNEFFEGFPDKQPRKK
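assay system = human S100A4 monomer with TAMRA-labelled myosin IIA peptide | also added = labelled myosin peptide probe, 5 nM | incubation = 5 min between mix addition and reading | control set = DMSO and TFP controls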
LGR2 inh – inhibitors of bursicon-induced LGR2 CRE-luciferase signal, primary screen, cell-based, HEK293, CRE-luciferase reporter, bursicon stimulation. Drosophila bursicon receptor LGR2 (rickets). bursicon-stimulated, 4 h. inhibition, % at 9.99 µM. hit rate 0.35% among 380,000;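 active = drop in luminescence signal, shown as inhibition above about 50% in the replicate tests, limit read from the data, passing the limit was not always enough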;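 also: agonist challenge used bursicon conditioned medium at about half maximal strength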
EWS-Fli inh – EWS/Fli-driven NR0B1 reporter inhibitors, primary screen, A673 cells, NR0B1 luciferase, luminescence, MLPCN library; viability-normalised; inhibition, % at 12.6 µM; hit rate 0.67% among 350,000; AID 651661, 2012;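 active = mean inhibition of at least 50% after viability correction, with every replicate also passing that limit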;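 also: firefly luciferase signal divided by Alamar Blue viability fluorescence both relative to DMSO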
ERAP1 HTS inh – human ERAP1 aminopeptidase inhibitors, primary screen, biochemical, single point, plate reader; Endoplasmic reticulum aminopeptidase 1 (Homo sapiens), Q9NZ08; recombinant ERAP1, Leu-AMC fluorescence, 60 min; inhibition, % at 10.7 µM; hit rate 0.15% among 340,000; AID 652197, 2013;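 active = mean replicate inhibition of at least 30%, or all replicates individually reaching that 30% level; inactive = mean below 30% and not every replicate reaching it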;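 also: 0% = neutral control wells and 100% = L-leucinethiol positive control wells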
Target sequence (Q9NZ08 whole entry, looked up): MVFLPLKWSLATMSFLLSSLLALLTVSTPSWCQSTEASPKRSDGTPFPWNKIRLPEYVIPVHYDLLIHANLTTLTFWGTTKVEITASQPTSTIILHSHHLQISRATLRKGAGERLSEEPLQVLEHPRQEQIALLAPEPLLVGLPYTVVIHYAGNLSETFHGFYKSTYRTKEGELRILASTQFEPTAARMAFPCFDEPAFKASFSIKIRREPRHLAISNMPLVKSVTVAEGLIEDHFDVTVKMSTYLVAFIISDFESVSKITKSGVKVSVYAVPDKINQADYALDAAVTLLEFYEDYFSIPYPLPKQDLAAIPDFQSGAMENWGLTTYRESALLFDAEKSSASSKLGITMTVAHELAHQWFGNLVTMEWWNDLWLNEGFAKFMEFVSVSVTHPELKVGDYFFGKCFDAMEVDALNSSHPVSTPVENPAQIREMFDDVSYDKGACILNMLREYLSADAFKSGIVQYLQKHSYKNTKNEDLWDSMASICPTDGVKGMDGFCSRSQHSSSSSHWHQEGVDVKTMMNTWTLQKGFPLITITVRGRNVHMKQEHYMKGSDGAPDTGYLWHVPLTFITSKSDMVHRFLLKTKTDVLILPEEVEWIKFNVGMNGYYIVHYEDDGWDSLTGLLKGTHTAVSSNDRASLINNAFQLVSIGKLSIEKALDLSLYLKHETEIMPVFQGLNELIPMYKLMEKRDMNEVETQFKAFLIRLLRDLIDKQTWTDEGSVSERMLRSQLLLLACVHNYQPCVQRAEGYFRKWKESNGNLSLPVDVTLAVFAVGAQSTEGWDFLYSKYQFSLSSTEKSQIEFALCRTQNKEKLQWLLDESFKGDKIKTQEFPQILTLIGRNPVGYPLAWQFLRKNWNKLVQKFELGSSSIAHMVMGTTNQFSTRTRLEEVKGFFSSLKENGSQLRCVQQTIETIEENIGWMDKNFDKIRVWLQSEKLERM
FN deposition inh – inhibitors of fibronectin matrix deposition, primary screen, AH1F cells, Alexa488-fibronectin fluorescence, plate reader | AH1F fibroblasts, overnight | inhibition, % at 12.6 µM | hit rate 0.086% among 350,000;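 active = mean inhibition across replicates of 30% or more, regardless of how many single replicates reach that level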;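 also: positive control wells lacked labelled fibronectin entirely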
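Material: AH1F fibroblast monolayer depositing Alexa488-labelled fibronectin into matrix / Amount: 10000 AH1F cells per well / Signal: fluorescence 485/525 nm / Medium: DMEM, 2% serum / Compound: single dose, pinned / Incubation: 1 h cell adhesion before compound, then overnight fibronectin incubation / Reagent: Alexa488-FN, 24 nM final / Read-out: inhibition of fibronectin deposition signal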
PglD inh – C. jejuni PglD acetyltransferase inhibitors, primary screen, biochemical, DTNB colorimetric, single point. UDP-N-acetylbacillosamine N-acetyltransferase PglD (Campylobacter jejuni). hit rate 0.098% among 360,000. purified PglD enzyme, DTNB colorimetric CoA detection. inhibition, % at 12.5 µM; in the data active = inhibition above about 16%, passing the limit was not always enough; also: strong numbers were not always called active
The depositor's hits bear a star; nt = not tested or not shown.

[1] NC(=O)c1ccc(NC(=O)COC(=O)CC23CC4CC(CC(Br)(C4)C2)C3)cc1
[2] CCN(CC)CCC(c1cc(OC)c(OC)c(OC)c1)c1c(OC)cc(OC)c2c(C)cc(=O)oc12 (centres undefined)
[3] Cn1ccnc1C(O)(c1ccccc1)c1nccn1C
[4] CN(C)C(=O)C[C@H]1C[C@@H]2c3cc(NC(=O)C4CCOCC4)ccc3O[C@@H]2[C@@H](CO)O1
[5] CCOC(=O)C1CCC(CNCc2ccccc2C)CC1 (centres undefined)
[6] CCCC#Cc1ccc2c(c1)O[C@H](CN(C)C(=O)CC)[C@H](C)CN([C@@H](C)CO)S2(=O)=O
[7] CCn1c(SCC(=O)OC)nnc1-c1ccccc1
[8] CC(NC(=O)CN1C(=O)c2ccccc2C1=O)c1ccccc1 (centres undefined)

Compound	1	2	3	4	5	6	7	8
PGC1a acetyl inh	-4.7	7.6	3.6	3.1	21.0	-2.2	9.6	nt
PAX8 inh HTS	-0.4	-4.3	10.4	-2.4	-0.7	4.5	0.5	7.2
S100A4 MyoIIA	1.9	1.6	2.5	-62.3	-3.8	-27.3	-2.3	-0.6
LGR2 inh	-14.8	-9.3	-7.5	-7.6	25.0	-0.4	13.2	-1.1
EWS-Fli inh	-4.8	-0.1	1.3	-3.3	-4.7	-2.5	1.1	-1.0
ERAP1 HTS inh	2.1	-10.1	-1.5	-0.9	1.6	3.2	-1.6	-1.9
FN deposition inh	8.6	19.8	14.1	-17.4	7.0	nt	10.5	-3.9
PglD inh	1.3	0.8	-0.2	1.9	0.7	-3.0	3.3	0.4

[9] COc1ccc(C)cc1NC(=O)c1ccc(N(C)S(C)(=O)=O)cc1
[10] C[C@H](CO)N1C[C@H](C)[C@H](CN(C)Cc2ccc3c(c2)OCO3)OCc2ccccc2-c2ccccc2C1=O
[11] O=C(C[C@H]1CC[C@@H]2[C@H](COC[C@@H](O)CN2Cc2nccs2)O1)NCc1ccc(Cl)cc1
[12] CCC1=C(OC(=O)N(CC)CC)N2C(=O)OC(=NCC3CC3)[C@]2(Cc2ccccc2)[C@H]2C1=CC[C@H]1C(=O)N(C)C(=O)[C@H]12
[13] COc1cccc(C(=O)N2CCC(n3nccc3NC(=O)CCOc3ccccc3)CC2)c1
[14] Cc1ccc(OCC(=O)O/N=C(\N)Cc2ccc(Cl)cc2)cc1
[15] CN1C(=O)C(C(=O)NC(C)(C)C)C2c3ccccc3OC13CCCCC23 (centres undefined)
[16] O=C(COC(=O)c1ccc(Br)o1)NC12CC3CC(CC(C3)C1)C2

Compound	9	10	11	12	13	14	15	16
PGC1a acetyl inh	-3.6	12.7	6.0	nt	4.7	-2.6	-10.5	nt
PAX8 inh HTS	1.2	30.6	7.3	15.7	-16.5	-6.4	-3.8	-9.1
S100A4 MyoIIA	-3.5	-67.1	4.8	-0.2	0.9	nt	nt	-6.2
LGR2 inh	nt	-0.5	1.7	-8.5	-14.5	nt	nt	-1.4
EWS-Fli inh	nt	6.1	9.0	-2.5	-24.5	nt	nt	4.7
ERAP1 HTS inh	-8.8	-3.8	1.2	0.4	-0.5	nt	nt	-1.4
FN deposition inh	10.2	3.3	-2.7	10.9	1.8	-0.8	-3.6	2.9
PglD inh	0.9	0.9	-0.2	4.6	-1.6	-3.9	-0.5	1.3

[17] CCOc1ccccc1NC(=O)CCNC(=O)C1CCN(S(=O)(=O)c2ccccc2)CC1
[18] O=C(O)CC1C(=O)NCCN1C/C=C/c1ccccc1 (centres undefined)
[19] COC(=O)c1c(C)[nH]c(C=O)c1-c1ccccc1
[20] O=S(=O)(Nc1ccccc1O)c1ccc(-c2ccccc2)cc1
[21] O=C(O)C(Oc1ccc2c(-c3ccccc3)cc(=O)oc2c1)c1ccccc1 (centres undefined)
[22] C[C@@H]1CN([C@@H](C)CO)C(=O)c2cccc(NC(=O)c3ccc(-c4nccs4)cc3)c2O[C@H]1CN(C)S(=O)(=O)c1ccc(F)cc1
[23] O=C(CCc1ccccc1)NCc1cccnc1
[24] CC(C)(CN1CCN(c2ccccc2)CC1)NS(=O)(=O)c1ccccc1

Compound	17	18	19	20	21	22	23	24
PGC1a acetyl inh	nt	5.0	-3.6	-10.5	4.0	0.8	3.5	-0.1
PAX8 inh HTS	11.4	6.3	-73.6	31.8	8.2	nt	6.7	12.2
S100A4 MyoIIA	-15.1	-6.4	-1.5	-7.5	16.6	-2.0	nt	-0.7
LGR2 inh	-4.3	7.3	nt	-20.4	-0.2	-2.0	nt	8.1
EWS-Fli inh	-3.4	1.6	-108.9	20.9	-13.5	-4.2	nt	6.1
ERAP1 HTS inh	-6.7	1.7	nt	-1.0	-1.1	-1.7	nt	-1.5
FN deposition inh	4.8	-1.6	5.5	-5.6	-1.0	nt	1.2	-7.9
PglD inh	1.7	-271.3	3.0	nt	nt	-2.2	0.1	0.4

[25] C[C@H]1CN([C@@H](C)CO)C(=O)c2c(c3ccccc3n2C)-c2ccccc2CO[C@@H]1CN(C)C(=O)Nc1cccc(Cl)c1Cl
[26] C[C@H]1CCCCO[C@H](CN(C)C(=O)CCCN(C)C)[C@@H](C)CN([C@@H](C)CO)C(=O)c2cc(NC(=O)Nc3ccc(F)cc3)ccc2O1
[27] Cc1cccc(CN2CCCC(C(=O)c3ccc4c5c(cccc35)CC4)C2)n1 (centres undefined)
[28] COc1ccc2cc3[n+](cc2c1O)CCc1cc2c(cc1-3)OCO2
[29] CCC(=O)N1C[C@H](C)[C@@H](OC)CN(C)C(=O)c2ccc(NC(=O)Nc3ccc(Cl)cc3)cc2OC[C@@H]1C
[30] CC(C)c1ccc(COC(=O)CN2C(=O)NC3(CCCCC3C)C2=O)cc1 (centres undefined)
[31] Cc1cccn2c(=O)c3cc(C(=O)NCc4ccc(F)cc4)c(=N)n(CCCN4CCOCC4)c3nc12
[32] O=C(C[C@@H]1CC[C@H]2[C@@H](COC[C@@H](O)CN2Cc2ccc(Oc3ccccc3)cc2)O1)N1CCOCC1

Compound	25	26	27	28	29	30	31	32
PGC1a acetyl inh	nt	-2.6	1.0	nt	2.4	-1.5	2.4	2.0
PAX8 inh HTS	20.1	-12.6	20.3	-4.8	nt	-3.3	-6.9	9.0
S100A4 MyoIIA	5.4	-0.6	-5.0	3.5	-8.9	-3.6	-6.0	-1.3
LGR2 inh	14.8	-3.0	3.7	12.7	-0.4	25.9	2.2	-13.9
EWS-Fli inh	7.9	-12.4	21.9	-17.6	53.3*	8.5	12.5	5.2
ERAP1 HTS inh	0.4	-6.6	nt	9.1	2.6	-3.2	-29.2	-3.2
FN deposition inh	0.9	nt	-0.3	-10.9	5.7	6.3	-11.8	4.8
PglD inh	nt	4.3	5.9	nt	nt	3.9	nt	1.4

[33] CC(=O)c1sc(NC(=O)c2ccc(C)c(C)c2)nc1C
[34] COC(=O)Oc1ccc(/C=N/NC(=O)CN(c2ccccc2Br)S(C)(=O)=O)cc1OC
[35] O=C(CC1SC(=O)NC1=O)Nc1ccc(Cl)cc1 (centres undefined)
[36] C#CCOCCOCCOCCNc1nc(N2CCN(C(=O)Cn3cc(CCCN=C(N)N)nn3)CC2)nc(N2CCN(C(=O)[C@H](CCCCN)n3cc(CCCC)nn3)CC2)n1
[37] O=C(O)Cc1ccc(NS(=O)(=O)c2c(Cl)cccc2Cl)cc1
[38] Cc1cc(C)c(OCC(=O)Nc2ccc(NC(=O)c3ccco3)cc2)c([N+](=O)[O-])c1
[39] Cc1c(C(=O)Nc2ccncc2)sc2nc(-c3ccccc3)cn12
[40] CCOc1ccccc1C1C(C#N)=C(N)Oc2cc(N)ccc21 (centres undefined)

Compound	33	34	35	36	37	38	39	40
PGC1a acetyl inh	nt	-0.8	nt	-7.3	6.0	-46.4	nt	0.0
PAX8 inh HTS	-163.3	-10.4	-11.7	-6.2	3.7	-13.6	16.1	nt
S100A4 MyoIIA	-0.1	2.1	-3.4	-15.1	0.8	nt	-2.4	nt
LGR2 inh	-4.1	-10.1	20.7	-0.6	12.3	6.1	-14.7	2.5
EWS-Fli inh	-62.1	5.3	11.8	-7.4	5.0	nt	-37.5	nt
ERAP1 HTS inh	-0.2	2.8	0.2	-8.3	-1.2	nt	6.9	nt
FN deposition inh	nt	-4.6	7.0	-0.5	2.5	10.4	-8.5	2.2
PglD inh	nt	-3.2	1.4	2.0	nt	-3.2	7.0	-0.4

[41] Cc1cc(C)cc(N2C(=O)CC(c3ccccc3)CC2=O)c1
[42] Cc1ccc(S(=O)(=O)N2CC(=O)Nc3ccccc32)cc1
[43] NCCCC[C@H]1CNC(=O)C(=O)N1CCC12CC3CC(CC(C3)C1)C2
[44] Cc1cc(C)cc(NC(=S)NCC2CCN(C(C)c3ccccc3)C2)c1 (centres undefined)
[45] CC1CC(C)(C)NC2(CCCC2)N1 (centres undefined)
[46] CCCNC(=O)N(C)C[C@H]1Oc2ncc(C#CC3CCCCC3)cc2C(=O)N([C@@H](C)CO)C[C@H]1C
[47] COc1ccc(CCNC(=O)c2c(O)c3cc(OC)c(OC)cc3[nH]c2=O)cc1OC

Compound	41	42	43	44	45	46	47
PGC1a acetyl inh	-3.1	-5.8	1.3	-2.9	5.1	-31.3	0.1
PAX8 inh HTS	-3.1	nt	9.8	3.3	-1.0	nt	10.6
S100A4 MyoIIA	-0.7	-4.3	1.6	-9.3	-2.5	23.0	-0.2
LGR2 inh	16.2	-2.1	-4.1	5.1	nt	14.5	3.3
EWS-Fli inh	-4.9	4.7	-3.1	-2.8	-2.4	-2.2	5.3
ERAP1 HTS inh	-1.0	-4.7	-2.7	-1.1	1.8	3.1	0.8
FN deposition inh	-7.4	nt	-4.3	-5.2	nt	-18.7	2.3
PglD inh	-0.2	-2.0	-0.8	0.8	-8.6	-3.4	3.4

Grouped by structure: the entries above with an aryl methoxy group (6)
[2] CCN(CC)CCC(c1cc(OC)c(OC)c(OC)c1)c1c(OC)cc(OC)c2c(C)cc(=O)oc12 (centres undefined)
[9] COc1ccc(C)cc1NC(=O)c1ccc(N(C)S(C)(=O)=O)cc1
[13] COc1cccc(C(=O)N2CCC(n3nccc3NC(=O)CCOc3ccccc3)CC2)c1
[28] COc1ccc2cc3[n+](cc2c1O)CCc1cc2c(cc1-3)OCO2
[34] COC(=O)Oc1ccc(/C=N/NC(=O)CN(c2ccccc2Br)S(C)(=O)=O)cc1OC
[47] COc1ccc(CCNC(=O)c2c(O)c3cc(OC)c(OC)cc3[nH]c2=O)cc1OC

Compound	2	9	13	28	34	47
PGC1a acetyl inh	7.6	-3.6	4.7	nt	-0.8	0.1
PAX8 inh HTS	-4.3	1.2	-16.5	-4.8	-10.4	10.6
S100A4 MyoIIA	1.6	-3.5	0.9	3.5	2.1	-0.2
LGR2 inh	-9.3	nt	-14.5	12.7	-10.1	3.3
EWS-Fli inh	-0.1	nt	-24.5	-17.6	5.3	5.3
ERAP1 HTS inh	-10.1	-8.8	-0.5	9.1	2.8	0.8
FN deposition inh	19.8	10.2	1.8	-10.9	-4.6	2.3
PglD inh	0.8	0.9	-1.6	nt	-3.2	3.4
